Assay outcomes: PubChem, Fisher Drug Discovery Resource Center
NPYLR7 agonist: activates Aedes aegypti NPYLR7 receptor; HEK293T NPYLR7/Galpha15, GCaMP6s calcium fluorescence; activation, % at 10 µM; 0.15% of 270,000 active; AID 1259423; in the data active = activation above about 40%;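 note: 0% = vehicle and 100% = reference agonist at the receptor; some compounds past the cut are filed as inactive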
hcGAS inh: inhibitors of human cGAS. inhibition, % at 12.5 µM. 0.081% of 290,000 active. recombinant h-cGAS, ATP depletion, Kinase-Glo luminescence. Q8N884;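 note: 0% = vehicle reaction and 100% = reaction without DNA for no activity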
Target sequence (Q8N884 whole entry, looked up): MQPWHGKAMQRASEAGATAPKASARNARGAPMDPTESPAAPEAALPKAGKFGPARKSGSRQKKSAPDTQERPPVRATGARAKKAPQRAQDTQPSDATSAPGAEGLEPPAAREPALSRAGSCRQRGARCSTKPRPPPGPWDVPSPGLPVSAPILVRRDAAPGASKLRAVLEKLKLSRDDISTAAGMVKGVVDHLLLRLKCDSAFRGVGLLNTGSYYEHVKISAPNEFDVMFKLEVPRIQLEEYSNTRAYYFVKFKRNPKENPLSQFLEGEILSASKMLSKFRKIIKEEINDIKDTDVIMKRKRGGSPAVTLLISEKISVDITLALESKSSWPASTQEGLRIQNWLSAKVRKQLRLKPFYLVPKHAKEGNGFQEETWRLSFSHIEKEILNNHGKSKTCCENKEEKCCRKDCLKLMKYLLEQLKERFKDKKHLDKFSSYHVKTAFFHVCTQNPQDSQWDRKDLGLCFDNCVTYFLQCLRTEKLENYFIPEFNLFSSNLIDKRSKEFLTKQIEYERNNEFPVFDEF
mcGAS inh: inhibitors of mouse cGAS | inhibition, % at 12.5 µM | 0.15% of 160,000 active | Q8C6L5 | recombinant cGAS, Kinase-Glo ATP depletion luminescence;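 note: 0% = negative control wells and 100% = reference inhibitor with no enzyme activity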
An asterisk follows results filed as active; x = no result given; & = joins results of further samples. Cut-off read from the data, not from the text of the source, unless noted: active = inhibition above about 40%; inactive = the rest.

Order of values: NPYLR7 agonist, hcGAS inh, mcGAS inh
- COc1ccc(CC(=O)N2CCC[C@@H]2C(=O)NCCNC(=O)c2ccc(F)cc2)cc1
    5.3, -4.0, -7.3
- O=C(NCC1Cc2ccccc21)Nc1ccn(CCc2ccncc2)n1 (stereo not drawn)
    1.3, -12.1, x
- Cc1cc(C(=O)CN2C(=O)c3ccccc3CS2(=O)=O)c(C)[nH]1
    9.3, -6.1, x
- CN(Cc1ccsc1)C(=O)C1CCCCN1C(=O)c1cccnc1 (stereo not drawn)
    -1.1, 12.2, x
- O=C(NC1CCCCC1)c1cc(-c2cccs2)nn1-c1ccccc1Cl
    0.8, -2.4, -2.6
- CCOC(=O)c1c(C)c(C(=O)CN(Cc2ccco2)C(=O)COc2ccc(Cl)cc2)c(C)n1CC
    -13.6, -5.2, -4.6
- COc1ccc(Cl)cc1NC1=NC2CS(=O)(=O)CC2S1 (stereo not drawn)
    -1.7, -0.6, x
- c1ccc(Cc2nc(-c3ccc(N4CCCCC4)nc3)no2)cc1
    0.6, -4.1, -16.7
- CCC(C(=O)N1CCC(n2cnc3ccc(C)cc32)CC1)c1ccccc1 (stereo not drawn)
    1.9, -6.2, -5.2
- Cc1nn(CC(C)C)c(Cl)c1CNCc1ccc(N(C)C)nc1
    13.1, -5.6, -17.9
- CSc1ccc(C(=O)N2CCC(C(Cc3ccccc3)N(C)C(=O)c3ccccn3)CC2)cc1 (stereo not drawn)
    12.7, -8.3, -10.8
- COc1ccc(-c2nnc3ccc(OCCNC(=O)Cc4cccc(C)c4)nn23)cc1OC
    -0.1, 1.5, x
- N=C(N)c1ccccc1
    -2.9&9.3, 20.3&-4.0, -3.9&-3.5
- COc1cccc(OCCN2CCN(c3ncnc4sc5c(c34)CCCC5)CC2)c1
    8.9, -4.7, x
- COCc1cc(N2CCOCC2)nc(SCc2ccc(C(=O)NCCc3ccccn3)cc2)n1
    0.5, -4.9, -7.3
- CC(=O)OCC(=O)N1CCN(c2nc3nccc(-c4cccc(C(F)(F)F)c4)n3n2)CC1
    6.4, -5.1, -4.9
- OCc1cc(-c2ccc(-c3nc(CCCc4ccccc4)no3)cn2)ccc1F
    6.6, -3.3, -12.2
- Cc1ncc([N+](=O)[O-])n1CCN1C(=O)[C@H]2C[C@H]2C1=O
    -8.3, -6.5, -2.2
- Cc1c(C(C)NC(=O)N(C)Cc2nccs2)oc2ccc(F)cc12 (stereo not drawn)
    3.1, -8.3, x
- O=C(c1cccc(F)c1)N1N=C(c2ccccc2)CC1c1ccc2nccnc2c1 (stereo not drawn)
    1.3, -5.8, -7.2

One compound at a time (already shown):
N=C(N)c1ccccc1 across the screens: NPYLR7 agonist: -2.9&9.3; hcGAS inh: 20.3&-4.0; mcGAS inh: -3.9&-3.5
CN(Cc1ccsc1)C(=O)C1CCCCN1C(=O)c1cccnc1 (stereo not drawn) across the screens: NPYLR7 agonist: -1.1; hcGAS inh: 12.2; mcGAS inh: x
CC(=O)OCC(=O)N1CCN(c2nc3nccc(-c4cccc(C(F)(F)F)c4)n3n2)CC1 across the screens: NPYLR7 agonist: 6.4; hcGAS inh: -5.1; mcGAS inh: -4.9

The list goes on:
Order of values: NPYLR7 agonist, hcGAS inh, mcGAS inh
- CCCS(=O)(=O)N1C[C@@H]2CC[C@H](C1)N(Cc1cscn1)C2=O
    x, -3.6, -3.0
- CCCCN(C)CCNc1ncnc2nc[nH]c12
    1.3, 0.9, x
- O=C(CCc1nnc2ccc(N3CCC4(CC3)OCCO4)nn12)NCC1CCCO1 (stereo not drawn)
    x, 5.5, -0.1
- COc1cc(C=C2N=C(c3ccc(F)cc3)OC2=O)cc(OC)c1OC
    -3.4, -7.9, -5.9
- COc1ccccc1-n1nc(CC(C)C)nc1CCc1cnn(C)c1
    -0.8, -3.7, x
- COC(=O)Cn1cc(CNC(C)c2cnn(-c3ccc(OC)cc3)c2C)c2ccccc21 (stereo not drawn)
    x, -6.8, -10.8
- CC(C)CCOP(=O)(c1ccc(N(C)C)cc1)C(O)C(C)C (stereo not drawn)
    -0.1, -7.1, x
- Cc1ccc(NC(=O)N(CC(=O)N2CCc3sccc3C2COc2ccc(F)cc2)CC2CCCO2)cc1 (stereo not drawn)
    -1.4, -3.4, -5.3
- Cc1ccc(Nc2ccc(NC(=O)C3CCCC3)cc2)nn1
    -13.5, -8.8, -10.9
- O=S(=O)(NC1CCN(C2CCc3c(F)cccc32)CC1)c1ccc(F)cc1 (stereo not drawn)
    6.4, -5.0, -15.8
- Cc1csc(N2CCN(Cc3nnnn3C3CC3)CC2C)n1 (stereo not drawn)
    -3.4, -8.5, x
- CC1(c2ccco2)NC(=O)N(CC(=O)Nc2cccc(Cl)c2Cl)C1=O (stereo not drawn)
    6.5, -5.9, -10.0
- CN(C)c1cccc(C(=O)Nc2cc(C(F)(F)F)ccc2-n2ccnc2)c1
    1.3, -6.5, x
- CNc1nc2cnc(-c3cccc(C(=O)NCCN(C)C)c3)cc2n1-c1ccccc1
    3.3, -3.9, -8.3
- Cc1ccnc(SCC(=O)NCc2ccccc2Sc2ccccc2CO)n1
    10.5, -3.7, -4.6
- Cc1onc(-c2ccccc2Cl)c1C(=O)NCc1ccccc1
    4.8, -6.1, x
- Cc1ccc(C)c(NC(=O)Cn2c(-c3nnc(C(C)C)o3)cc3ccccc32)c1
    5.9, -5.8, -9.3
- CCN(CC)c1ncccc1CNC(=O)c1c(C)noc1C
    9.6, -7.2, x
- CN1CCCN(S(=O)(=O)c2sc3c(c2C(=O)O)CCNC3)CC1
    0.3, -7.4, x
- Cn1cc(-c2csc(C(O)c3ccc(F)c(F)c3)n2)cn1 (stereo not drawn)
    6.3, -6.4, x

Remaining list, next part
Order of values: NPYLR7 agonist, hcGAS inh, mcGAS inh
- COC(=O)c1cccc(NC(=O)N2CCC(Cc3ccc(C(C)(C)C)cc3)CC2)c1
    1.0, -7.1, -7.1
- CCCC(=O)N1CCC1(C)C(=O)N1Cc2ccccc2C1 (stereo not drawn)
    6.2, -4.7, x
- O=C(CSc1ncn[nH]1)N1N=C(c2cccs2)CC1c1cccs1 (stereo not drawn)
    10.5, -3.9, -6.4
- CCCCCSCC(F)(F)C(F)F
    -16.2, -7.6, x
- CC(C)C1CN(C(=O)CCc2cc(=O)[nH]o2)CCCN1Cc1ccc(F)cc1 (stereo not drawn)
    3.4, -7.0, x
- COCCCn1c(C)c(C)n2c3c(=O)n(C)c(=O)n(C)c3nc12
    2.9, -0.5, x
- COc1cc(OC)cc(C2c3c(n[nH]c3-c3cccs3)OC(=N)C2C#N)c1 (stereo not drawn)
    9.9, -8.8, x
- O=C(NCCc1ccccc1)C1CCCN(S(=O)(=O)c2ccc(F)cc2)C1 (stereo not drawn)
    -0.8, -5.7, x
- CC(Cc1ccncc1)NC(=O)CSCc1ccccc1Cl (stereo not drawn)
    6.9, -4.6, -16.6
- COc1ccc(CN(CCc2c[nH]c3ccccc23)C(=O)CN(C(=O)COc2ccccc2)C2CC2)cc1
    14.4, -4.2, -6.8
- CCN(CC)C(=O)N1CCOC(c2ccc(Cl)c(Cl)c2)C1 (stereo not drawn)
    4.6, -6.4, x
- O=C(CN1CCC2CCCCC2C1)Nc1ccnn1C1CCCC1 (stereo not drawn)
    12.0, -5.6, -6.5
- Cc1nn(CC(C)C(=O)Nc2ccccn2)c(C)c1C (stereo not drawn)
    -4.0, -2.6, -2.5
- O=C(Nc1ccc(-c2cscn2)cc1)C1CCCN(C(=O)c2cccs2)C1 (stereo not drawn)
    10.1&17.7, -7.0&-8.8, -12.6
- COC(=O)c1ccc(CSc2nc3c(cnn3-c3cccc(Cl)c3)c(=O)[nH]2)o1
    x, -0.8, -4.7
- O=C(c1ccc2cc[nH]c2c1)N1CCC2(CCCN(Cc3cccc(F)c3F)C2)C1 (stereo not drawn)
    12.5, -3.5, -2.8
- Fc1ccccc1Nc1nc2ccccc2n2nnnc12
    13.7, -10.9, x
- COc1ccc(CCNC(=O)C(C2CCCC2)N2CCN(C(=O)c3ccccc3OC)CC2)cc1 (stereo not drawn)
    -2.4, -6.9, -5.3
- Cc1cc(NC(=O)CN(C)Cc2ccc(Cl)s2)no1
    3.7&2.4, -2.7&-10.3, -9.4
- CC(C)C1=NN2C(=N)/C(=C/c3ccc([N+](=O)[O-])cc3)C(=O)N=C2S1
    -0.1, -6.8, x

Results in hcGAS inh (two entries from above):
SMILES	hcGAS inh
O=C(NCC1Cc2ccccc21)Nc1ccn(CCc2ccncc2)n1 (stereo not drawn)	-12.1
N=C(N)c1ccccc1	20.3&-4.0

(continued)
SMILES,NPYLR7 agonist,hcGAS inh,mcGAS inh
COc1cc(C(=O)NCc2nnc(SCC(=O)Nc3nccs3)n2-c2ccc(F)cc2)cc(OC)c1OC,-6.3,-1.0,-3.4
CCCN1C(=O)[C@H]2CC[C@@H]1CN(c1nccc(N3CCC(O)CC3)n1)C2,x,-7.3,-6.1
CCc1cccc2c(C(CC(=O)N3CCN(c4ccc([N+](=O)[O-])cc4)CC3)c3cccc([N+](=O)[O-])c3)c[nH]c12 (stereo not drawn),-5.0,-5.4,-3.6
CCCCn1c(C2CC(=O)N(c3ccccc3OCC)C2)nc2ccccc21 (stereo not drawn),-1.6,0.3,x
CC(C)Nc1ncc(C(=O)N2CCCC(Nc3ccc4c(c3)OCO4)C2)cn1 (stereo not drawn),8.1,-3.5,x
COc1ccc2nc(C)cc(OCC(=O)Nc3cc(C)cc(C)c3)c2c1,4.3,-6.6,x
CC(C)CC(=O)Nc1ccnn1C1CCN(Cc2ccc(Oc3ncccn3)cc2)CC1,2.0,-6.2,-9.1
CCN(CC(=O)NC(C)C)C(=O)C=Cc1cc(C)n(-c2cc(C)on2)c1C,-4.2,-4.3,x
Cc1cnn(CC2CCN(C(=O)C3CC4(CCNCC4)CN3)CC2)c1 (stereo not drawn),19.4,-3.4,x
CO[C@H]1CC[C@@]2(OC)CCN(Cc3cc(C#N)c(C)[nH]3)[C@H]2C1,x,-13.5,-5.9
Cc1ccc2cc(CN3CCN(c4ncc(F)cn4)CC3)c(=O)[nH]c2c1,24.7,-3.2,x
O=C1CCCN1CCCN1COc2ccc3c(=O)c(-c4ccc(Cl)cc4)coc3c2C1,-4.2,1.4,-1.4
CCn1c(C2CCCN(C(=O)CCn3c(C)cccc3=O)C2)nn(C)c1=O (stereo not drawn),4.0,-9.2,x
COCCN(Cc1ccc2c(c1)OCO2)Cc1ccc(C(C)(C)O)o1,14.2,-5.8,-5.0
Cc1oc(-c2cccc(F)c2)nc1CC(=O)N1CCc2ccccc2C1c1ccc(Cl)cc1 (stereo not drawn),5.9,-8.5,-6.2
Cc1nc2c(OCC(=O)c3ccc(F)cc3)cccn2c1N(C)Cc1cccs1,9.4,-3.4,-3.6
CN(C)Cc1nc(C(=O)N(C)Cc2nc3ccc(F)cc3[nH]2)cs1,5.4,-2.8,x
COC(=O)c1c(NC(=O)c2cnn3c(C(F)(F)F)cc(-c4ccc(OC)cc4)nc23)sc2c1CCCC2,-4.3,0.3,4.4
O=c1/c(=C/c2ccco2)sc2nc(-c3ccncc3)nn12,-5.2,-4.5,-2.5
COc1ccccc1-c1cnn2c(C)c(C(=O)N3CCCC3C)cnc12 (stereo not drawn),8.1,-0.4,-6.2
Cc1ccc(OCC2CN(C(=O)c3ccc(C#N)cc3F)CCO2)cc1 (stereo not drawn),12.3,-2.8,x
COCCNC(=O)Cn1nc(C(C)C)c2cnn(-c3ccc(F)cc3)c2c1=O,6.4,-8.0,x
CCN(CC)C(=O)Oc1ccc2c(ccn2Cc2cccc(C)c2)c1NC(=O)c1ccc([N+](=O)[O-])o1,-2.0,-7.2,-6.8
Cc1cc(C2CCC2)nc(N2CC(n3cccn3)C2)n1,3.9,-6.7,x
Nc1nc(SCC(=O)NCC2CCCO2)[nH]c(=O)c1NC(=O)c1ccccc1 (stereo not drawn),-7.7,-8.1,-8.8

A few values from above:
In NPYLR7 agonist, COC(=O)c1c(NC(=O)c2cnn3c(C(F)(F)F)cc(-c4ccc(OC)cc4)nc23)sc2c1CCCC2 is entered as -4.3
In NPYLR7 agonist, Cc1cnn(CC2CCN(C(=O)C3CC4(CCNCC4)CN3)CC2)c1 (stereo not drawn) is entered as 19.4

Next entries follow.
SMILES,NPYLR7 agonist,hcGAS inh,mcGAS inh
CCOC(=O)N1CCN(C(=O)CC2C(=O)NCCN2Cc2ccc(C)o2)CC1 (stereo not drawn),14.2,-10.3,-11.0
CC(=O)N1CCN(c2c(C)cnc3c2c(=O)n(CC(=O)N(C(C)C)C(C)C)c(=O)n3C)CC1,1.9,-11.2,-7.5
O=C(CNC(=O)Cc1ccccc1)N=Nc1c(O)[nH]c2c(Br)cc(Br)cc12,11.5,-1.7,-4.4
COc1ccc(OC(C)CNC(=O)Cc2ccc(Cl)nc2)cc1 (stereo not drawn),0.2,-6.1,-13.6
CN(C)C(=O)C1CN(C(=O)c2ccc(-c3ccccc3Cl)o2)c2ccccc2O1 (stereo not drawn),-2.3,-3.3,-5.0
CSCc1noc(CNC2CCN(c3cccc(C)c3C)CC2)n1,17.1,-9.7,x
